# TcdB GH inh = inhibitors of Clostridioides difficile toxin B glycohydrolase; P18177; TcdB glycohydrolase enzymatic assay, plate reader; inhibition, % at 9.99 µM; 0.24% of 350,000 active; in the data active means inhibition above about 10%
# DUSP3 inh = blocks human VHR1 dual specificity phosphatase. inhibition, % at 13.3 µM. recombinant VHR phosphatase, pNPP absorbance. 0.52% of 290,000 active. P51452; in the data active means inhibition above about 50%; further: some compounds called inactive have numbers as strong as hits
# Target sequence (P51452 whole entry, looked up): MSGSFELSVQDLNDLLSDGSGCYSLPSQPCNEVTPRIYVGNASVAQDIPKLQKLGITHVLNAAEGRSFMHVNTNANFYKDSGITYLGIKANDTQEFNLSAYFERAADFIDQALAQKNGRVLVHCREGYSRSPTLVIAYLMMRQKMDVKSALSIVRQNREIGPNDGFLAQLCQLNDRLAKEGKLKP
# PrPC TRFRET = reduces human prion protein on the cell surface. P04156. cell surface PrPC, TR-FRET read-out. inhibition, % at 13.8 µM. 0.43% of 370,000 active. AID 720596; in the data active means inhibition above about 24%; further: 0% = median of the test wells and 100% = reference compound wells
# SARS 3CLpro inh = SARS-CoV 3CLpro protease inhibition; inhibition, % at 6 µM; recombinant SARS-CoV 3CLpro, quenched FRET peptide cleavage; 0.14% of 290,000 active; in the data active means inhibition above about 12%
# MazF activator = increases E. coli MazEF RNase cleavage of RNA; FAM/BHQ RNA-DNA oligo cleavage fluorescence, 5 h; activation, % at 20 µM; 0.32% of 350,000 active; AID 504720; in the data active means activation above about 50%
# Target sequence (P0AE70 whole entry, looked up): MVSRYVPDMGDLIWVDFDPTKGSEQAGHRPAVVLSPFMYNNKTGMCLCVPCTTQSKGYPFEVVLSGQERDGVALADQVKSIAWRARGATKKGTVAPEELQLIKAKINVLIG
# CCHFV vOTU inh = CCHFV vOTU protease inhibition. Pep-AMC fluorescence. inhibition, % at 11.5 µM. AID 651958. 0.55% of 370,000 active; in the data active means inhibition above about 30%; further: 0% = vehicle wells with enzyme and 100% = no enzyme wells
# PriA SSB inh = K. pneumoniae PriA-SSBct interaction inhibition. AlphaScreen SSBct-PriA binding, biotinylated peptide. inhibition, % at 33 µM. 0.6% of 430,000 active. AID 1272365; in the data active means inhibition mostly above about 37%, no sharp cut-off; inactive means mostly below about 20%;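 further: plate controls were negative control peptide for no effect and reference peptide for full effect; strong numbers were not always called active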
# Rv3671c protease = Rv3671c (M. tuberculosis) protease inhibition. P9WHR9. 0.048% of 320,000 active. inhibition, % at 5.96 µM; in the data active means inhibition above about 38%;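 further: extracellular domain of Rv3671c used as enzyme; 0% = enzyme with DMSO and 100% = no enzyme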
# Target sequence (P9WHR9 whole entry, looked up, the tested form may be a part): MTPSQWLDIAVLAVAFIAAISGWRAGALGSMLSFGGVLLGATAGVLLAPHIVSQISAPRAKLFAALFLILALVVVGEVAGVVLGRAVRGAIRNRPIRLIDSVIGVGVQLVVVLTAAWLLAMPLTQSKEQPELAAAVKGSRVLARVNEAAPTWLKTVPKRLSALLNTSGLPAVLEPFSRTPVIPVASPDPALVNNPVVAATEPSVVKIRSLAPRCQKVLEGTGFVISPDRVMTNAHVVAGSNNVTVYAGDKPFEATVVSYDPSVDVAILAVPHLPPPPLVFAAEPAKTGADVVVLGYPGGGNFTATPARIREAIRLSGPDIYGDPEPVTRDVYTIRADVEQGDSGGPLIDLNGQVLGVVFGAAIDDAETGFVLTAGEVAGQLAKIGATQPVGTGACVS
# Y pestis TopoI = Y. pestis Topo-I inhibition via cleavage products; 0.064% of 360,000 active; activity, % at 10 µM; Y. pestis Topo-I cleavage product accumulation, plate reader; in the data active means activity above about 50%, passing the limit was not always enough; further: inactives centre near 2
# Vc quorum ag = induces V. cholerae light production without autoinducers; AID 588436; V. cholerae BH1578 lux reporter, luminescence, 6 h; activation, % at 18.7 µM; 0.16% of 350,000 active; in the data active means activation mostly above about 9.7%, no sharp cut-off; further: not every result past the cut was called active; inactives centre near 0; reference of the scale not given here
# Starred values were filed as active, the others as inactive; i = inactive; nt = no result given; + = active, no number.
compound | TcdB GH inh | DUSP3 inh | PrPC TRFRET | SARS 3CLpro inh | MazF activator | CCHFV vOTU inh | PriA SSB inh | Rv3671c protease | Y pestis TopoI | Vc quorum ag
CCOc1ccc(OCCC(=O)OCC(=O)N(CC)c2c(N)n(Cc3ccccc3)c(=O)[nH]c2=O)cc1 | 1.4 | nt | -5 | nt | 2 | 2 | -3 | nt | 17 | -5.0
CCN(C(=O)COC(=O)c1ccc(OCc2c(C)noc2C)cc1)c1ccccc1 | nt | 31 | 8 | -1 | 8 | 9 | -11 | -9 | 19 | i
FC(F)Oc1ccc(NC(=S)NCc2ccco2)cc1Cl | 0.9 | 6 | -7 | 1 | 8 | -1 | 7 | -1 | -8 | i
COc1ccc2cc3c(N)nn(C(=O)c4cccc([N+](=O)[O-])c4)c3nc2c1 | nt | 43 | -3 | 2 | -59 | 17 | 3 | 2 | 10 | -0.1
CC(C)C(NC(=O)/C=C/c1ccc(F)cc1)C(C)C | nt | 18 | 2 | 0 | -2 | -5 | -5 | -3 | 0 | +
Nc1ccc(C2(c3ccc(N)cc3)CCCCC2)cc1 | 0.1 | 7 | 1 | 0 | 8 | 1 | 19 | 1 | -13 | i
CCOC(=O)c1sc(N(Cc2ccccc2)C(=O)CSc2nnc(C3CC3)n2N)nc1C | nt | 19 | -2 | -3 | -10 | 6 | -17 | -2 | 6 | 2.9
C=CCn1c(=O)/c(=C/c2ccc(O)cc2)s/c1=C(/C#N)c1nnc2n1CCCCC2 | 8.3 | 13 | -9 | -2 | -198 | 9 | nt | -9 | 5 | -3.7
Cc1cc(NC(=O)CSCC(=O)Nc2ccccc2Oc2ccccc2)no1 | 1.1 | nt | 12 | nt | 3 | -8 | 5 | -5 | 19 | -2.8
Cc1cc(C)nc(N/N=C/c2cc3c(cc2[N+](=O)[O-])OCO3)n1 | 2.1 | 12 | -9 | 1 | 11 | -1 | nt | 0 | 6 | i
S=c1[nH]nc(C2CCCCC2)n1/N=C/c1ccc(Br)cc1 | 1.4 | 38 | 2 | -2 | -4 | -3 | nt | -6 | 5 | i
CCOC(=O)c1ccc(NC(=O)c2nc[nH]c2C(=O)N[C@@H](CC(C)C)C(=O)OCc2ccccc2)cc1 | 0.9 | -21 | -3 | nt | -4 | 6 | 3 | -54 | 13 | i
Cc1cc[n+](CCc2ccccc2)cc1C | 0.5 | 14 | 5 | 3 | 6 | -1 | -6 | -2 | -1 | 0.6
O=C(CCCNS(=O)(=O)c1cccc2nsnc12)NCCc1ccccc1 | nt | 13 | -32 | 1 | -2 | -10 | 1 | -3 | -8 | i
COC(=O)c1oc2ccccc2c1N | nt | -17 | 2 | 3 | 8 | 15 | -3 | 6 | 5 | -7.7
NCCNCCNCCN | 1.7 | 1 | -2 | 1 | -9 | 0 | -8 | 6 | 3 | -0.5
CCCCOc1ccccc1N | nt | 21 | 0 | 4 | -1 | -6 | -7 | 2 | -3 | -0.4
C=CCN1C(=O)C(CC(=O)Nc2ccccc2)SC1=Nc1ccc(S(N)(=O)=O)cc1 (configuration not stated) | nt | 29 | -5 | 8 | 6 | -4 | -7 | 2 | -1 | i
CC1Cc2ccccc2N1C(=O)CSc1nc(-c2ccco2)cc(C(F)(F)F)n1 (configuration not stated) | 0.9 | 29 | 5 | 0 | 21 | 11 | -9 | 2 | -1 | i
CN(Cc1ccccc1)S(=O)(=O)c1ccc(OCC(=O)NCc2ccncc2)cc1 | 0.1 | 2 | -1 | 6 | -3 | 8 | -4 | -1 | -5 | 0.6
COc1ccc(C(=O)OC2CCN(c3ncc(C(F)(F)F)cc3Cl)CC2)cc1 | nt | 4 | -3 | 0 | -6 | 7 | -20 | 1 | 8 | i
CC1CN(C(=O)Nc2ccc(F)cc2F)CC(C)O1 (configuration not stated) | 0.3 | 14 | -3 | -2 | 7 | -4 | 10 | -4 | 5 | -4.5
CC(C)(c1ccc(O)cc1)c1ccc(O)c(C(=O)O)c1 | -1.6 | nt | 8 | nt | 4 | -3 | nt | nt | 6 | 0.0
O=c1oc(-c2ccc(O)c(O)c2)cc2cccc(O)c12 | 0.9 | nt | -7 | nt | 14 | -1 | -37 | -24 | -21 | -0.4
O=C(Cc1ccccc1)Nc1ccc(C(=O)Nc2ccccc2C(=O)O)cc1 | -1.0 | 10 | 2 | 6 | -8 | 23 | -5 | -16 | -7 | -2.9
O=C(O)c1cc(=S)nc[nH]1 | 0.0 | nt | -6 | nt | 2 | -6 | 2 | nt | 1 | i
COCCCNC(=O)/C(C#N)=C/c1c(N2CCN(C)CC2)nc2ccccn2c1=O | 1.1 | nt | -15 | -5 | 2 | -106 | 1 | -8 | -8 | 1.8
CCOc1ccccc1OCCCC(=O)N(CC)CC(=O)Nc1ccc(NC(C)=O)cc1 | 0.5 | nt | -4 | nt | 8 | -2 | -3 | -6 | -2 | -5.6
CCOc1ccccc1OCC(=O)OCc1csc(CC(=O)Nc2ccccc2C)n1 | 2.1 | nt | 1 | nt | -16 | -5 | -9 | 1 | 29 | i
O=C(Nc1oc2ccccc2c(=O)c1-c1ccccc1)c1ccco1 | 0.0 | nt | -6 | nt | 5 | 15 | nt | nt | 3 | -0.5
COc1ccccc1Nc1nc(N)nc(CN2CCc3ccccc3C2)n1 | nt | 5 | -11 | -2 | -7 | 3 | 10 | 8 | 11 | i
CC(=O)Nc1ccc(S(=O)(=O)NCCc2ccc(F)cc2)cc1 | nt | 30 | -2 | 2 | 6 | -2 | -26 | -3 | 8 | -2.4
O=C(N/N=C\c1ccc(O)c([N+](=O)[O-])c1)c1ccccc1-n1cccc1 | nt | 3 | -13 | 7 | 4 | 24 | nt | -9 | -2 | -1.2
CCc1nnc(NC(=O)C2c3ccccc3Oc3ccccc32)s1 | nt | -5 | 2 | 3 | -5 | 5 | -2 | -4 | -9 | 3.6
N/C(=N\OC(=O)CCCN1C(=O)c2ccccc2C1=O)c1ccc(Br)cc1 | nt | nt | 6 | 0 | -1 | 4 | nt | -1 | 16 | -0.3
O=S(=O)(Nc1nc2ccccc2nc1N1CCc2ccccc2C1)c1ccc(Cl)cc1 | nt | 2 | 2 | 6 | 18 | -11 | -5 | -13 | 7 | -0.2
O=[N+]([O-])c1cc2c(c3cccnc13)COCO2 | 2.2 | nt | -19 | nt | -5 | -1 | -1 | nt | 3 | i
CCC(C)(C)NC(=O)C(c1ccccc1Cl)N(C(=O)CCC(=O)Nc1cc(C)on1)c1ccc(NC(C)=O)cc1 (configuration not stated) | -1.3 | 26 | -2 | 2 | 4 | -20 | -3 | -8 | 1 | -1.6
Cc1oc2c(c1C(=O)Nc1ccc(C(=O)O)cc1)CCCC2 | nt | -2 | -4 | 0 | 3 | -6 | 5 | 0 | 8 | -5.3
COC(=O)CSc1nc2cc(C)ccc2cc1C#N | nt | 8 | -7 | 3 | 260* | 5 | -30 | -14 | 1 | -0.4
CCN1C(=O)N[C@@H](c2cccs2)C(C(=O)OC)=C1C | -0.9 | nt | -2 | nt | 7 | 8 | 4 | -5 | -8 | i
CCN(CC)S(=O)(=O)c1ccc2nc(SC)sc2c1 | nt | 24 | 7 | 4 | 3 | -7 | -36 | -9 | 11 | i
CN(C)S(=O)(=O)c1cccc(NC(=S)N/N=C/c2ccco2)c1 | 2.5 | 21 | 3 | -2 | 5 | 2 | nt | 6 | 1 | -4.2
CCc1nc2ccc(C(=O)Nc3cc(-c4ccccc4)ccc3OC)cn2c1N(C)CCC(C)C | 0.6 | nt | 4 | nt | nt | 23 | nt | nt | 12 | 0.1
COc1ccc2cc3cc(C(=O)NCCN4CCc5ccccc5C4)sc3nc2c1 | 0.3 | 2 | -14 | -6 | 7 | -47 | -8 | -8 | 15 | -0.3
COc1ccccc1N1CCN(S(=O)(=O)c2cn(C)c(=O)n(C)c2=O)CC1 | -0.5 | -2 | -4 | -4 | 4 | 3 | -7 | -5 | 2 | -0.1
Cn1cccc1/C=N/n1c(-c2ccccc2)n[nH]c1=S | nt | 14 | -4 | 1 | -10 | 8 | nt | 1 | -7 | i
CCOC(=O)c1sc2nc(N3CCOCC3)c3c(c2c1N)CCCC3 | nt | 17 | 4 | -1 | 18 | -6 | -22 | -5 | -1 | i
Cc1ccc(C(=O)OCC(=O)NNC(=O)c2ccc([N+](=O)[O-])cc2)o1 | 2.0 | nt | -25 | nt | 7 | 1 | 0 | -1 | -1 | i
CCOC(=O)CNC(=O)c1cc2c(=O)[nH]c3ccc(C)cc3c2s1 | -0.1 | -3 | 6 | -5 | 3 | -40 | -6 | -10 | -4 | i
CC(=O)Nc1ccc(NC(=O)Cn2c(=O)n(-c3ccc(F)cc3)c(=O)c3oc4ccccc4c32)cc1 | 0.0 | 37 | -7 | -1 | 0 | -11 | -6 | -4 | 0 | -0.2
Cc1ccc(-c2csc(NC(=O)C3CC=CCC3C(=O)O)c2C(=O)OC(C)C)cc1 (configuration not stated) | nt | -10 | 4 | -1 | -7 | 3 | -13 | -8 | 35 | i
CCOc1ccccc1OCCCC(=O)Nc1ccc(Cl)c(S(=O)(=O)N2CCOCC2)c1 | 0.4 | nt | 1 | nt | -4 | -6 | -18 | -15 | 2 | i
CSc1ccc(CNc2ccc(Cl)cc2)cc1 | 1.0 | 0 | 2 | -9 | -9 | -10 | -15 | 1 | -3 | 1.7

# Source: PubChem BioAssay

# These rows are one share of the data; the hit share may differ from the screen's.
